pAkt inh: blocks phosphorylation of Akt. Neuro2A IGF-stimulated pAkt S473 HTRF, 20 min; hits give low values. activity change, % for hits at 50 µM. actives 0.32% (n = 360,000); in the data active = activity change below about -80%; inconclusive = mostly about -51% to -80%; also: % is scaled to controls: 0 for no effect and ±100 for the full control effect
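Neuro2A cells in DMEM with 0.5% FBS, overnight at 37 deg C, given compound at single 50 µM final, then IGF (6 nM final) for 20 min at 37 deg C. Lysed; phospho-Akt Ser473 by HTRF after 24 h, 665/615 ratio.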
CCT chaperon mod: modulators of cytosolic chaperonin (CCT/TRiC) activity; purified chaperonin ATPase assay, HTRF ADP detection, 30 min; activity change, % (no concentration beside the values), hits read low; actives 0.3% (n = 360,000); in the data active = activity change below about -30%; also: % is scaled to controls: 0 for no effect and ±100 for the full control effect
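Enzyme 40 or 20 nM (batch-dependent) in Tris pH 7.4/KCl/MgCl2/DTT; cpd 76 uM single point; ATP 10 uM; 30 min 37 °C; Transcreener ADP HTRF detection, 30 min RT; ratio 665/615.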
MmCpn inh: M. maripaludis TRiC chaperonin inhibition; AID 504842; Potency, µM (highest dose often 76.9 µM), without a hit: at the top dose activity, negative = inhibition, hits mostly inhibitors; purified Mm-Cpn ATPase, ADP Transcreener TR-FRET; actives 0.031% (n = 330,000); also: potency is read from the fitted curve at half-maximal effect; % is scaled to controls: 0 for no effect and ±100 for the full control effect; nearly all actives have a fitted effect of over 80% in size
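Reaction buffer contained 30 mM Tris pH 7.4, 100 mM KCl, 5 mM MgCl2 and 1 mM DTT. Mm-CPN (25 nM final) hydrolysed 10 uM ATP over 30 min at 37°C; ADP was read by HTRF.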
EPAC2 antag: EPAC2 (human) antagonism; Potency, µM (doses to about 114 µM), without a hit: at the highest dose activity, negative = inhibition, actives largely listed as inhibitors; Q8WZA2; EPAC2 GEF exchange of Rap1B-BODIPY-GDP, fluorescence; actives 0.18% (n = 360,000); also: potency is read from the fitted curve at half-maximal effect; % is scaled to controls: 0 for no effect and ±100 for the full control effect; nearly all actives have a fitted effect of over 45% in size; many of its hits are not listed in these tables
Target sequence (Q8WZA2 whole entry, looked up): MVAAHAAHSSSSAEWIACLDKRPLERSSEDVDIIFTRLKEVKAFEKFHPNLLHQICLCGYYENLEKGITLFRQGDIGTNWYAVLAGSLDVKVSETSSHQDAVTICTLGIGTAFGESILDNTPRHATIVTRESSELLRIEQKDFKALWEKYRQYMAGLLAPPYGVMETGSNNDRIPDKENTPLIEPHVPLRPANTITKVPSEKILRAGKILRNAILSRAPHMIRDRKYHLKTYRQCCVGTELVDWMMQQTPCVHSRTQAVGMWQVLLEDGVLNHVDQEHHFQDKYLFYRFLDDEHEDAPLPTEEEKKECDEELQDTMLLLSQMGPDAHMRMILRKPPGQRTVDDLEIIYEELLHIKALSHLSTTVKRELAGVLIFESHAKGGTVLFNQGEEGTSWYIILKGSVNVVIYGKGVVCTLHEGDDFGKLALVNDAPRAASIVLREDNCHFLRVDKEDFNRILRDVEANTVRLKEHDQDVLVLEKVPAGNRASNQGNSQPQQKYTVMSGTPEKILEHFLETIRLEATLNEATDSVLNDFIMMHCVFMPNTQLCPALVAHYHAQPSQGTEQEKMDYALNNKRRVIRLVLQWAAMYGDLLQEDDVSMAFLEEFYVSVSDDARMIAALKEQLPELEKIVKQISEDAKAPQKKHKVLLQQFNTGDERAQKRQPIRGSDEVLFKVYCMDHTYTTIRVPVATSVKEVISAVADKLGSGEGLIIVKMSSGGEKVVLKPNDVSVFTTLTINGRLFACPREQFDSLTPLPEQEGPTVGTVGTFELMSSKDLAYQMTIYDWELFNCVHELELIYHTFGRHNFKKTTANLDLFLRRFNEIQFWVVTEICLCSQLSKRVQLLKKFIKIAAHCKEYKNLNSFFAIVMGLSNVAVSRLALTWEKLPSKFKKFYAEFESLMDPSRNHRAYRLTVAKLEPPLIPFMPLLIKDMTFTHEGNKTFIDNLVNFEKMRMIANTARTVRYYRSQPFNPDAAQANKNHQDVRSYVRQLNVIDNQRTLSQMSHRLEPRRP
EPAC2 agonist: agonists of human EPAC2 (RAPGEF4). AID 720711. Potency, µM (top dose mostly 154 µM), without a hit: at the highest dose activation, most hits filed as activators. Q8WZA2. actives 0.079% (n = 360,000). EPAC2 activation, biochemical qHTS; response scale: 100% = 6.5 mM cAMP response; also: potency is read from the fitted curve at half-maximal effect; nearly all actives have a fitted effect of over 50% in size
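Readout is BODIPY fluorescence (480 nm excitation, 540 nm emission), which falls as labeled GDP is exchanged off Rap1B. EPAC2 at 100 nM acted on 250 nM RAP1B-BODIPY-GDP with 50 uM GDP present.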
A549 tox: kills or reduces viability of A549 cells in Nrf2 counter-screen; A549 ARE-Fluc cells, CellTiter-Fluor viability, 18-24 h; Potency, µM (series often up to 46 µM), for inactives: top-dose activity change, negative = cytotoxicity, usual class: inhibitors; actives 0.16% (n = 390,000); also: potency is read from the fitted curve at half-maximal effect; % is scaled to controls: 0 for no effect and ±100 for the full control effect
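Cytotoxicity counterscreen: CellTiter-Fluor fluorescence was measured in A549 ARE_Fluc cells after 18-24 h of compound exposure in a concentration series. The subsequent BugLite luminescent read reports ARE-luciferase activity.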
Nrf2 ARE act: activates Nrf2 signaling. AREc32 ARE-luciferase reporter (MCF7-derived line), luminescence, 24 h. Potency, µM (highest dose often 46.1 µM), without a hit: top-dose activation, usual class: activators. actives 0.31% (n = 410,000); also: potency is read from the fitted curve at half-maximal effect; % of control where 0% means no effect; nearly all actives have a fitted effect of over 65% in size
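AREc32 cells carrying an ARE-driven firefly luciferase reporter were seeded at 1000 cells/well in OPTI-MEM with 5% FBS, then exposed to compound for 24 hr at 37 deg C. Luminescence was read with Steady-Glo after 30 min at RT.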
Nrf2 block: inhibitors of Nrf2 signaling; Potency, µM (titrated, usually from 46 µM), inactives show at the highest dose activity change, negative = inhibition, most hits filed as inhibitors; AID 504444; A549 ARE-Fluc reporter, luciferase luminescence, 18-24 h; actives 2.1% (n = 360,000); also: potency is read from the fitted curve at half-maximal effect; % is scaled to controls: 0 for no effect and ±100 for the full control effect; nearly all actives have a fitted effect of over 60% in size
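Nrf2 function is reported as luminescence of an ARE-controlled luciferase in A549 cells. Compounds were tested at several concentrations, and a CellTiter-Fluor read on the same wells flagged cytotoxicity.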
TGFb SMAD3 inh: inhibitors of TGF-b signaling. HepG2 CAGA-GFP TGF-b/SMAD3 reporter, GFP fluorescence, 18 h; TGF-beta stimulated, 500 pg/mL final. actives 1.2% (n = 410,000). Potency, µM (doses to about 46.1 µM), inactives show top-dose activity, negative = inhibition, usual class: inhibitors; also: potency is read from the fitted curve at half-maximal effect; % is scaled to controls: 0 for no effect and ±100 for the full control effect; nearly all actives have a fitted effect of over 65% in size
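Using HEPG2 CAGA-GFP reporter cells at 1000 cells/well, we pinned test compounds, stimulated with recombinant TGF-beta (500 pg/mL final) and measured total well GFP after 18 h.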
Active calls of the source: *; i = inactive; ? = inconclusive; . = not tested or not shown; & = joins results of further samples; [ ] = remark or other dose. Unless noted, calls follow the shape of the dose curve; as a rule, active = well fitted curve in the direction sought with a large enough effect; inconclusive = small, poorly fitted or top-dose-only effect, or another doubt; inactive = no such curve, though single readings can be large; an effect the other way counts as inactive or inconclusive.

Start of the data: the first four entries, ahead of the listing:
Molecule,pAkt inh,CCT chaperon mod,MmCpn inh,EPAC2 antag,EPAC2 agonist,A549 tox,Nrf2 ARE act,Nrf2 block,TGFb SMAD3 inh
O=C(c1cnc2n(c1=O)CCS2)N(c1ccccc1)C1CCCCC1,i,0.1,0%,5%,4%,-6%,-0.3%,8%,5%
CCC/C(O)=C1\C(=O)CCCC1=NC(C)C(=O)O (configuration not stated),i,-1.0,1%,-2%,14%,-6%,0.0%,0%,-11%
O=C(Nc1ccc(Cl)c(S(=O)(=O)N2CCOCC2)c1)C1CCCC1,i,-2.3,1%,9%,1%,-3%,0.7%,23µM*,-23%
NC(=O)CC(c1ccccc1)c1ccco1 (configuration not stated),i,0.0,3%,-1%,6%,1%,-0.8%,11%,0%

Main list, previewed entries included:
Molecule,pAkt inh,CCT chaperon mod,MmCpn inh,EPAC2 antag,EPAC2 agonist,A549 tox,Nrf2 ARE act,Nrf2 block,TGFb SMAD3 inh
O=C(c1cnc2n(c1=O)CCS2)N(c1ccccc1)C1CCCCC1,i,0.1,0%,5%,4%,-6%,-0.3%,8%,5%
CCC/C(O)=C1\C(=O)CCCC1=NC(C)C(=O)O (configuration not stated),i,-1.0,1%,-2%,14%,-6%,0.0%,0%,-11%
O=C(Nc1ccc(Cl)c(S(=O)(=O)N2CCOCC2)c1)C1CCCC1,i,-2.3,1%,9%,1%,-3%,0.7%,23µM*,-23%
NC(=O)CC(c1ccccc1)c1ccco1 (configuration not stated),i,0.0,3%,-1%,6%,1%,-0.8%,11%,0%
O=C(Cn1c(=O)n(Cc2ccccc2)c(=O)c2cc(Cl)ccc21)NCC1CCCO1 (configuration not stated),i,1.6,1%,4%,6%,2%,-0.8%,-16%,14%
NS(=O)(=O)c1ccc(-n2nncc2C23CC4CC(CC(C4)C2)C3)cc1,i,0.8,1%,12%,5%,-18%,0.6%,-14%,3%
O=C(CN1CCN(C(=O)N2CCCCC2)CC1)Nc1ccc(F)cc1,i,-3.8,3%,5%,9%,-4%,-0.8%,9%,-15%
CCOC(=O)c1ccc(-c2ccc(C=O)o2)cc1,i,-4.4,1%,-11%,10%,2%,4.4%,?,8%
CCCCN(C(=O)c1ccc(Cl)cc1)C1CC2CCC(C1)N2C (configuration not stated),i,-0.8,-1%,6%,5%,-7%,0.6%,11%,10%
CN(C1CCCCC1)S(=O)(=O)c1cccc2nsnc12,i,2.3,-5%,6%,11%,-3%,0.4%,-13%,-15%
Cc1ccc(CN2C(=O)CCC2C(=O)NCCCN2CCCCC2C)cc1 (configuration not stated),i,0.0,0%,2%,4%,-3%,-0.4%,4%,6%
CC(C)c1ccc(NC(=O)C2Cc3c(-c4cccc(F)c4)ccnc3O2)cc1 (configuration not stated),i,0.8,.,10%,4%,.,-0.4%,.,-27%
CCN1CCN(c2ccc(S(=O)(=O)N3CCOCC3)cc2NC(=O)CCC(C)C)CC1,i,-1.6,1%,3%,26%,0%,3.2%,-9%,1%
O/C(=C\Sc1nnc(Cc2ccccc2)o1)c1ccc(Br)cc1,i,-2.0,2%,1%,3%,3%,-0.4%,?,-22%
Cc1ccc(-c2nc(C=Nc3cccc(C)c3)c(O)o2)cc1,i,0.2,2%,2%,1%,-22%,-0.1%,-17%,3%
COc1ccc(C2=NN(C(=O)CSc3nc(=O)n4ccc(C)cc4n3)C(c3ccc(C)cc3)C2)cc1 (configuration not stated),i,0.8,-3%,-2%,-5%,?,-0.6%,?,12%
COc1ccc(C#Cc2ccc3c(c2)O[C@@H](CN(C)C(=O)Nc2cccc(OC)c2)[C@H](C)CN([C@@H](C)CO)S3(=O)=O)cc1,i,1.5,.,-13%,-8%,.,2.7%,.,10%
O=C(COc1ccc2c3c(c(=O)oc2c1)CCCC3)NCC(O)c1ccccc1 (configuration not stated),i,0.7,-8%,-10%,-6%,-3%,-0.6%,7%,17%
Cc1nc2c(C)cccn2c(=O)c1NC(=O)c1ccc(Br)o1,i,1.4,1%,12%,20%,0%,-0.8%,5%,5%
O=[N+]([O-])c1ccccc1OCCN1CCOCC1,i,-1.3,1%,2%,-2%,-13%,3.2%,-4%,-4%
CC1CCc2c(sc(NC(=O)C3c4ccccc4Oc4ccccc43)c2C#N)C1 (configuration not stated),.,.,.,.,.,-10%,-0.8%,-16%,1%
CC(=O)Cn1nnc2sc(-c3ccccc3)cc2c1=O,i,1.2,-1%,-1%,-5%,15%&-5%,?,?,-11%
COc1ccccc1C(=O)Nc1nc(-c2cccs2)c(NC(C)=O)s1,i,1.2,-7%,-4%,0%,-8%,5.4%,-12%,-13%
CC(C)c1ccc(Nc2nc3ccc(C(=O)c4ccccc4)cc3n3cnnc23)cc1,.,.,.,.,.,-2%,-0.3%,?,-40%
CC(C)(C)n1nc2c(c1NC(=O)c1ccc(S(=O)(=O)N3CCCC3)cc1)CS(=O)C2 (configuration not stated),i,-1.9,-2%,4%,-7%,-3%,-0.2%,11%,-6%
CCCCN(C(=O)c1cc(-c2ccc(F)cc2)nc2ccccc12)c1c(N)n(CCCC)c(=O)[nH]c1=O,i,-2.2,0%,21%,-10%,3%,3.3%,-11%,0%
O=C(CSCC(=O)OCC(=O)c1ccc(Br)cc1)Nc1ccc(Br)cc1,i,1.0,?,12%,-7%,-1%,-0.6%,4%,1%
NC(=O)CSc1nnc(-c2ccc(S(=O)(=O)N3CCOCC3)cc2)n1Cc1ccccc1,i,-0.4,0%,-5%,9%,8%,0.0%,-2%,3%
Cc1ccccc1OCC(O)CN1CCN(C)CC1 (configuration not stated),i,-2.2,0%,3%,3%,?,-0.9%,3%,23%
CCc1nc(SCC(=O)Nc2nnc(CC)s2)c2c(C)c(C)sc2n1,i,1.2,-5%,-2%,-4%,4%,0.2%,8%,-1%
Cn1c(=O)c2cc(S(=O)(=O)NC(C(=O)NCc3cccnc3)c3ccccc3)ccc2n(C)c1=O (configuration not stated),i,-2.1,0%,-5%,7%,-2%,0.2%,0%,-3%
COc1ccc(-c2cc3ccc(OCC(C)=O)cc3oc2=O)cc1OC,i,-9.3,-5%,16%,1%,-2%,-0.2%,?,8%
Cc1ccccc1Cn1c2ccccc2c2cnn(CC(=O)NCCc3ccccc3)c(=O)c21,.,.,.,.,.,11%,2.2%,?,-19%
O=C(NCc1ccco1)c1cnn2c1NC(c1ccc(Br)cc1)CC2C(F)(F)F (configuration not stated),i,0.2,0%,-3%,21%,-5%,8.6%,.,?
CCc1cc(=O)oc2cc(OC3CCCCC3=O)ccc12 (configuration not stated),i,-2.1,1%,-2%,9%,-1%,3.0%,-1%,36%[activator]
Cc1ccc2c(c1)-c1c(ssc1=S)C(C)(C)N2C(=O)CSc1nncn1C,.,-0.7,-2%,-2%,0%[15.6 µM],-12%,7.9%,-17%,-27%
O=S(=O)(NC1CC2CCC1C2)c1ccc(Br)s1 (configuration not stated),i,1.7,-1%,12%,13%,3%,-0.1%,38%,?
COc1ccc(NC(=S)N/N=C/c2ccc(F)cc2)cc1OC,i,-4.4,0%,-3%,17%,-2%,10%,9%,?
Cc1ccc(-n2ncc(C(=O)Nc3ccc4c(c3)OCO4)c2C2CCN(C(=O)OC(C)(C)C)CC2)c(C)c1,.,.,.,.,.,?,4.0%,0%,?
CCC(=O)NC(NCC1CCCO1)C(Cl)(Cl)Cl (configuration not stated),i,0.1,-6%,1%,2%,4%,-0.7%,23%,-6%
O=C(Oc1ccc(Br)cc1C(=S)N1CCCC1)c1ccccc1Cl,i,-2.2,0%,-17%,15%,6%,3.3%,-20%,-16%
CCN1CCN(CCCNC(=O)c2ccc3c(c2)NC(=O)/C(=C\c2cccc(C)c2)S3)CC1,i,2.8,-5%,-9%,-5%,10%,-4.7%,5%,?
COCCCNC(=O)Cc1ccc(-n2c(C)nc3cccnc32)cc1,i,-0.9,-1%,9%,0%,0%,-0.7%,8%,9%
O=C(Nc1ccccc1)c1ccc(OC(=O)c2cc3ccccc3o2)cc1,i,-2.6,0%,-4%,9%,6%,0.2%,7%,8%
O=C1c2ccccc2CN1Cc1ccccc1,i,1.6,-4%,-3%,2%,-2%,-0.6%,-3%,0%
COC(=O)c1cc(OC)c(OC)cc1N1C(=O)CC(C)(C)CC1=O,i,-0.3,-1%,-11%,13%,-8%,0.7%,-4%,-2%
Cc1ccc(S(=O)(=O)CCC(=O)NCc2ccccc2F)cc1,i,-0.3,0%,-1%,3%,-2%,-0.6%,17%,-3%
CCOC(=O)c1ccc2nc(NC(=O)c3cccs3)sc2c1,i,1.9,2%,20%,7%,-5%,0.1%,4%,15%
Cc1ccc(C)c(SCC(=O)Nc2nnc(-c3ccccc3)o2)c1,i,-3.1,-6%,8%,-7%,0%,-0.5%,?,?
O=C(Nc1ccc(Cl)cc1)c1cc(Br)ccc1OCC(=O)N1CCOCC1,i,-1.1,0%,-5%,-7%,10%,-0.1%,-15%,-22%
CCOC(=O)c1cccc(NS(=O)(=O)c2c(C)[nH]c(C)c2C(=O)N2CCCC2)c1,i,-0.7,2%,18%,5%,13%,0.1%,-1%,-21%
CCOc1ccc(C(=O)OCC(=O)Nc2cc(C)on2)cc1OCC,i,-1.6,0%,0%,13%,-3%,0.2%,-17%,8%
CC(C)NC(=O)c1ccc2c3n(nc2c1)-c1ccc(Cl)cc1CO3,i,-2.1,-2%,9%,-5%,-2%,5.0%,19%,8%

Screening data deposited in PubChem by National Center for Advancing Translational Sciences (NCATS).

Some of the compounds tested (hit frequency here may not be typical).
